Bioassay records deposited in PubChem BioAssay by The Scripps Research Institute Molecular Screening Center.
CHO-K1 Ca antag – nonselective inhibitor or artifact in parental CHO-K1 cells; ATP-induced calcium, Fluo-8 fluorescence; inhibition, % at 3 µM; hit rate 0.6% among 360,000; AID 602250;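 active = inhibition above a per-plate cutoff, the plate's mean sample inhibition plus 3 SD, cut at about 24% in these data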;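 also: 0% = DMSO plus EC80 ATP and 100% = DMSO alone without ATP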
OXTR potentiator – human OXTR potentiation. activation, % at 3 µM. CHO-OTR cells, Fluo-8 calcium fluorescence, potentiator mode; 0% = oxytocin EC15, 100% = EC100. hit rate 0.061% among 320,000. P30559;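 active = activation above that plate's cutoff, the mean activation of tested compounds plus 3 SD, cut at about 6.6% in these data, passing the limit was not always enough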;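 also: 100% uses oxytocin at 75 nM as the full agonist control; some results filed as inactive read as strong as hits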
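Material: human OTR in CHO cells. Compound: 3.0 µM, one dose. Timing: compound 6 min at room temperature before oxytocin, 100 s read. Evaluation: % activation of max/min ratio relative to oxytocin controls. Replication: single well per compound, singlicate. Signal: Fluo-8 calcium dye fluorescence.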
M1 ag – human M1 muscarinic receptor agonism. CHO-K1 hM1, Fluo-8 calcium fluorescence, agonist mode; 0% DMSO, 100% acetylcholine EC100. hit rate 0.33% among 360,000. AID 588814. activation, % at 3 µM. P11229;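 active = activation above the run's mean compound activation plus 3 SD, cut at about 16% in these data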;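 also: peak over basal fluorescence ratio within a 140 s kinetic read after compound addition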
Target sequence (P11229 whole entry, looked up): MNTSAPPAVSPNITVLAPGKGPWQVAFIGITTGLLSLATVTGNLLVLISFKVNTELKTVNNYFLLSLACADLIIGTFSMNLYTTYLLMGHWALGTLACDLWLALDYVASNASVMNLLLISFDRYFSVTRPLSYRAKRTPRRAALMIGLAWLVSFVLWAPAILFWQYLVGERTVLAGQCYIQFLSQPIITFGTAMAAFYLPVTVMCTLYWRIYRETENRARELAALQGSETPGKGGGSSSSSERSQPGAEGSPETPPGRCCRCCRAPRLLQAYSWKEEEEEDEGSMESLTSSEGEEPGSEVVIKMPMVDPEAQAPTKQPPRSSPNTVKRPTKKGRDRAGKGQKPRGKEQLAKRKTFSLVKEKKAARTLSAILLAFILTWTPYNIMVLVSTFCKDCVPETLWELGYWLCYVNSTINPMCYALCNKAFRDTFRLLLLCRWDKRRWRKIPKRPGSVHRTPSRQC
TAAR1 agonist – agonists of human TAAR1; CHO RD-HGA16 TAAR1, Fluo-8 calcium fluorescence; vehicle wells 0%, saturating PEA agonist 100%; activation, % at 3 µM; Q96RJ0; AID 624467; hit rate 0.99% among 360,000;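 active = activation above the mean activation of all test compounds in the run plus 3 SD, cut at about 38% in these data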
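System: CHO-derived RD-HGA16 cells with stable Gα16 and human TAAR1 / Times: 17-24 h plating, Fluo-8 75 min 37 °C, 30 min RT / Technique: calcium-sensitive Fluo-8 signal, excitation 470-495, emission 515-575 nm / Measure: % activation relative to PEA EC100 response / Benchmarks: DMSO and PEA EC100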
TAAR1 antagonist – antagonists of human TAAR1; Q96RJ0; CHO RD-HGA16 TAAR1, Fluo-8 calcium fluorescence, antagonist; inhibition, % at 3 µM; hit rate 1.5% among 360,000;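 active = inhibition above a per-plate cutoff, the mean inhibition of test compounds on that plate plus 3 SD, cut at about 49% in these data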;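 also: 0% = DMSO plus EC80 beta-PEA response and 100% = DMSO alone without agonist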
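Test system: RD-HGA16 CHO cells with stable hTAAR1 and Gα16 / Probe or stimulus: EC80 β-phenethylamine stimulus / Times: seeding 17-24 h prior, 75-min 37 °C, 30-min RT dye loading / Detection: Fluo-8 calcium-sensitive fluorescence / Read-out basis: % inhibition scaled between DMSO and EC80 PEA controls / Repeats: singlicate, one well per test compound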
CHO-K1 Ca PAM – M1 PAM counterscreen hit in parental CHO-K1 cells. ATP EC20, Fluo-8 calcium fluorescence; 0% at ATP EC20, 100% at ATP max. activation, % at 3 µM. hit rate 0.02% among 360,000. AID 602247;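 active = activation above the run cutoff, the mean activation of all test compounds plus 3 SD, cut at about 40% in these data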;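 also: peak over basal fluorescence ratio in a 140 s read after ATP addition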
CHO parental Ca – counter-screen for OX1R antagonists: effect in parental CHO cells; parental CHO-K1, ATP-induced calcium, Fluo-8 fluorescence; inhibition, % at 5.6 µM; hit rate 0.63% among 330,000;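 active = inhibition above that plate's mean sample inhibition plus 3 SD, cut at about 26% in these data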;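 also: 0% = ATP-challenged DMSO wells and 100% = DMSO wells without ATP; some compounds past the cut are filed as inactive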
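Test system: untransfected parental CHO cell line; also added: ATP stimulus; dosing: 5.6 µM, single dose; signal: calcium-sensitive Fluo-8 fluorescence; measure: percent inhibition of ATP-evoked calcium rise, normalized to controls; benchmarks: low control ATP plus DMSO, high control DMSO only; replication: one well per compound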
M1 ag parental – M1 agonist counterscreen hit in parental CHO-K1 cells. activation, % at 3 µM. hit rate 0.48% among 360,000. Fluo-8 calcium fluorescence; scaled to maximal ATP response, vehicle zero; in the data active = activation above about 15%;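 also: untransfected CHO-K1 host cells lacking M1 receptor as counterscreen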
V1R ag counter – activates human V1a receptor in oxytocin agonist counter-screen | P37288 | CHO-V1R cells, Fluo-8 calcium fluorescence, agonist mode; 0% DMSO, 100% 3 nM vasopressin | activation, % at 3 µM | hit rate 0.25% among 320,000 | AID 2797;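 active = activation above the mean activation of all tested compounds plus 3 SD, per screening run, cut at about 20% in these data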;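 also: signal is peak over basal fluorescence ratio across a 100 second FLIPR read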
Target sequence (P37288 whole entry, looked up): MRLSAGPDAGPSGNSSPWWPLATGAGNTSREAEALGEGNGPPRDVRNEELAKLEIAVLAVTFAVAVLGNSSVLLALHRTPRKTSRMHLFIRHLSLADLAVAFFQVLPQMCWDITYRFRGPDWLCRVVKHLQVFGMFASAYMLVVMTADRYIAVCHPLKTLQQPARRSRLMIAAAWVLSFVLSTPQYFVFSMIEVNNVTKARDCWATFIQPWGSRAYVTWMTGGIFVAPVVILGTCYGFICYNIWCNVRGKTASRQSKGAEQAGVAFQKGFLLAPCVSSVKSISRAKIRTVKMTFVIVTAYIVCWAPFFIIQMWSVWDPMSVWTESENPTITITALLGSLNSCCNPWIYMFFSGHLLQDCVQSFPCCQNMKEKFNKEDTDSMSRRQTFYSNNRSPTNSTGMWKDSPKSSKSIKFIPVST
Starred values were filed as active, the others as inactive; . = no result given. Compounds as they come, and some 3.3% of all compounds hit somewhere here.

SMILES | CHO-K1 Ca antag | OXTR potentiator | M1 ag | TAAR1 agonist | TAAR1 antagonist | CHO-K1 Ca PAM | CHO parental Ca | M1 ag parental | V1R ag counter
COc1cccc(CNC(=O)c2cccc(NC(=O)C3=C(C)OCCS3)c2)c1 | -6.7 | -5.6 | -1.1 | 5.9 | 37.7 | 15.3 | -6.4 | 4.1 | 2.0
COCCCn1c(=O)c2ccccc2n(Cc2cc(C(=O)OC)ccc2OC)c1=O | -8.5 | -3.7 | -5.0 | -1.3 | 1.6 | 12.0 | 1.3 | 1.1 | 0.2
Cc1nc2c3ccccc3nc(NNC(=O)CCC(=O)NCCC(C)C)n2n1 | -8.5 | -8.4 | -3.8 | -1.0 | -13.5 | 27.1 | -6.8 | 1.2 | 0.5
c1ccc(C2NCCNC2c2ccccc2)cc1 (centres undefined) | -5.3 | . | -3.6 | 1.8 | -5.9 | 5.4 | . | 0.0 | .
CC(C)c1c(C(=O)N/N=C/c2ccoc2)nnn1-c1nonc1N | -22.3 | -10.5 | 9.5 | 64.7* | -4.7 | 3.4 | -2.4 | 2.3 | 1.4
COc1cc(C)c(C)cc1S(=O)(=O)N1CCCCC1c1cccnc1 (centres undefined) | 1.5 | -9.6 | -5.2 | 1.7 | 7.7 | 1.2 | -2.8 | 0.1 | 1.3
CCCNC(=O)c1ccccc1N1CCN(CCCCN2C(=O)C3CCCCN3C2=O)CC1 (centres undefined) | -5.6 | -0.7 | -5.4 | 3.9 | -8.1 | 16.5 | -29.7 | 0.4 | 0.5
O=C(NCc1cc(F)cc(C(F)(F)F)c1)C1CCC(=O)N(C2CCCC2)C1 (centres undefined) | -9.6 | -3.1 | -2.0 | 1.7 | -19.8 | 16.9 | -17.9 | 0.7 | -0.8
O=C(N/N=C/C1CC2C=CC1C2)c1ccccc1O (centres undefined) | -8.2 | -4.7 | 2.3 | -0.5 | 4.3 | 9.9 | -1.3 | 0.3 | 0.4
COc1ccc(Cn2c(CCC(=O)Nc3ccc(C)cc3)nc3cccnc32)cc1 | -2.8 | -7.2 | 2.1 | 1.4 | -17.8 | 15.2 | -32.1 | 0.0 | -0.9
CCOC(=O)C1CCCN(C(=O)c2ccco2)C1 (centres undefined) | -9.8 | -5.8 | 51.8* | 26.0 | -0.9 | 13.8 | 1.9 | 0.5 | 0.3
COC(=O)CSc1cccc2c1C(=O)CC2c1ccccc1 (centres undefined) | -1.2 | -13.0 | -4.4 | 1.8 | 2.8 | 18.6 | -6.1 | 7.5 | 1.1
CCn1c(SCC(=O)Nc2cc(OC)c(OC)c(OC)c2)nnc1-c1cccs1 | -11.5 | -11.3 | -3.7 | 2.9 | 12.8 | 4.2 | -3.4 | 4.5 | 5.1
OCCNc1nc(NCc2ccccc2)c2ccccc2n1 | -4.8 | -1.0 | -9.8 | 0.7 | -9.6 | 11.4 | -6.0 | 1.0 | 0.5
O=C(NCc1cccc(Cl)c1)c1cccc2c(-c3cccnc3)coc12 | -0.3 | . | 0.3 | 6.1 | 55.3* | 1.6 | . | 8.4 | .
O=C(CN1CCN(c2ccccc2F)CC1)NC(=O)NCc1ccccc1 | -5.1 | -3.4 | -2.5 | 4.5 | -17.9 | -13.4 | -20.8 | 0.4 | -0.3
CCOC(=O)c1c(N)n(C2CC(C)(C)NC(C)(C)C2)c2nc3ccccc3nc12 | -3.6 | 1.9 | -1.1 | . | . | 20.3 | -10.0 | 0.3 | -0.4
COc1cc2nc(C3CCC3)nc(N3CCN(c4ccccn4)CC3)c2cc1OC | -8.4 | -4.4 | -10.0 | . | . | 6.3 | -24.2 | 0.1 | 0.6
O=S(=O)(/N=S1/CC=CCN1S(=O)(=O)c1ccccc1)c1ccccc1 (centres undefined) | 10.3 | -15.2 | 20.7* | . | . | 4.8 | 2.5 | 11.9 | 31.0*
CCn1cc(S(=O)(=O)NCc2ccc(OC)cc2)cn1 | -0.5 | -0.6 | -1.0 | 0.2 | -3.3 | 8.4 | -8.3 | 0.1 | 1.8
O=C(CSc1nnc(-c2ccncc2)n1Cc1ccccc1)NCCc1ccccc1 | -1.8 | 1.7 | -3.2 | 1.7 | 12.5 | 0.2 | -21.9 | 1.1 | 0.2
CCOC(=O)c1c(S(=O)(=O)NC2CCN(C(=O)OCC)CC2)c(C)n(C)c1C | -9.7 | -8.6 | -0.7 | 3.6 | -14.9 | 9.3 | -11.1 | 0.5 | 0.5
CSCCNCc1c(C(=O)N2CCOCC2)nc2c(C)cccn12 | -9.3 | -17.6 | -2.4 | 0.3 | -4.4 | 21.3 | -5.8 | 1.0 | 1.1
CC(C)(O)C#Cc1ccc(CN2CCN(Cc3ccsc3)C(CCO)C2)s1 (centres undefined) | 13.2 | -7.0 | -9.4 | 2.2 | 5.2 | 6.7 | -9.8 | 10.3 | 1.9
Cc1nn(C)cc1CN1CCC(n2nccc2NC(=O)CCCc2ccccc2)CC1 | 1.9 | 0.5 | 0.5 | 2.0 | -31.0 | -17.8 | 2.4 | 0.0 | 0.2
C[C@H](CO)N1C[C@H](C)[C@@H](CN(C)S(=O)(=O)c2cn(C)cn2)Oc2c(NS(=O)(=O)c3ccc(F)cc3)cccc2C1=O | -7.6 | -6.2 | -2.5 | -0.2 | -1.4 | 14.1 | -4.4 | 0.6 | 0.6
COc1cc(Nc2nc3ccc(Cl)cc3n3cnnc23)cc(OC)c1OC | 28.9* | -8.2 | -3.5 | 3.1 | -1.6 | -4.0 | -12.6 | 3.8 | 1.0
O=C(CNc1cccc(C(F)(F)F)c1)N/N=C/C1CCCCC1 | -1.1 | -11.0 | -11.6 | 7.0 | -9.0 | -7.1 | -14.5 | -0.1 | -0.1
CCCn1c(SCC(=O)NCc2ccc3c(c2)OCO3)n[nH]c1=O | -8.1 | -7.8 | -2.5 | 2.5 | -18.8 | 4.7 | -6.3 | 0.1 | -0.5
Cc1ccc2c(c1)C(=O)N1[C@H]3c4cc(C)ccc4OC[C@@H]3[C@H](c3ccccc3)[C@]1(C)C(=O)N2 | 14.2 | 5.9 | -5.5 | 14.2 | -3.6 | -13.6 | -13.7 | -0.3 | 1.0
CSc1nc(-c2ccco2)nn1C(=O)c1ccccc1 | -4.2 | -5.9 | -3.2 | 3.0 | -9.1 | 10.9 | 8.4 | 0.0 | -0.2
CSc1ccccc1NC(=O)CN(C)C(=O)c1ccc2c(c1)OCCO2 | -1.2 | -4.2 | 0.0 | 0.1 | 13.0 | 1.4 | -12.7 | 1.6 | 0.7
O=C1NCCN1CCN1C(=O)c2ccccc2NC1c1ccccc1 (centres undefined) | 5.4 | -3.0 | -4.4 | -0.6 | -7.7 | -1.6 | -20.8 | -0.2 | -0.3
CC(O)[C@H]1CNC(=S)N1CCc1cccc(F)c1 (some centres undefined) | 1.9 | 5.6 | -5.1 | 3.7 | 3.3 | -5.9 | -10.6 | 0.1 | 0.3
CC(C)c1nnc(NC(=O)CCC(=O)NCc2cccs2)s1 | -5.3 | 2.2 | -2.2 | 8.8 | 5.5 | 28.0 | -9.0 | 0.3 | -0.8
Cc1ccc(CNC(=O)C2(C)CCN2C(=O)Cc2ccc(-c3ccccc3)cc2)cc1 (centres undefined) | 2.3 | . | 6.4 | 10.9 | 33.9 | 12.4 | . | 7.0 | .
COc1ccc(OCC(=O)NCc2n[nH]c(=O)c3ccccc23)cc1 | -4.7 | -4.0 | -3.8 | 0.7 | 3.2 | -20.3 | -3.5 | 0.6 | 3.9
COc1ccc(C)c2sc(N(CCCN(C)C)C(=O)c3ccc4c(c3)OCCO4)nc12 | 10.3 | -16.5 | -6.2 | 7.4 | 10.7 | -14.4 | -12.6 | 3.3 | 2.2
CCO[C@H]1OC(C(=O)N2CCN(Cc3ccc4c(c3)OCO4)CC2)=C[C@@H](c2ccc(C(F)(F)F)cc2)[C@@H]1CCCO | 5.1 | -2.9 | -4.0 | 7.9 | 23.8 | -14.6 | 6.4 | -0.2 | 1.3
O=C(CSc1cccc[n+]1[O-])c1cc2ccccc2o1 | 2.9 | -17.4 | -0.6 | . | . | -5.5 | 0.1 | 0.2 | 0.5

Taken from above.
O=C(CSc1cccc[n+]1[O-])c1cc2ccccc2o1 in M1 ag is listed with -0.6
CC(O)[C@H]1CNC(=S)N1CCc1cccc(F)c1 (some centres undefined) in V1R ag counter is listed with 0.3

(next part)
SMILES | CHO-K1 Ca antag | OXTR potentiator | M1 ag | TAAR1 agonist | TAAR1 antagonist | CHO-K1 Ca PAM | CHO parental Ca | M1 ag parental | V1R ag counter
Cc1ccc(S(=O)(=O)/N=c2\ccc(Cl)cn2C(F)F)cc1 | -17.8 | -1.5 | -3.9 | -0.3 | -19.4 | 13.4 | -14.1 | 1.8 | 0.7
O=C(COC(=O)c1cc[n+]([O-])cc1)NC(=O)c1ccc(OC(F)F)cc1 | -20.0 | -4.0 | -3.5 | 23.1 | -14.1 | 7.8 | -0.3 | 0.3 | 1.5
O=C(Cc1cccc(NC(=O)C2CCCN(C(=O)C3CC3)C2)c1)Nc1cccc(C(=O)N2CCCCC2)c1 (centres undefined) | -1.5 | . | 0.8 | -0.6 | -5.8 | 4.7 | . | 0.0 | .
COc1cc2c(cc1O)CC[n+]1cc3c(OC)c(OC)ccc3cc1-2 | -9.9 | -3.6 | -1.4 | 10.5 | -19.9 | 10.2 | -12.4 | 0.0 | 0.1
Cc1oc(-c2ccccc2F)nc1CS(=O)(=O)CC(=O)NCCCN1CCc2ccccc2C1 | -2.0 | -1.3 | -11.8 | 10.8 | -26.1 | 8.6 | -24.0 | 1.0 | 1.9
CCNC(=O)CC1C(=O)N(c2ccc(C)cc2)C(=O)N1CCOC (centres undefined) | -12.0 | -4.8 | -3.0 | -0.7 | -2.2 | -15.8 | -10.2 | 0.1 | -0.5
COC(=O)CCC(=O)N1CCCC(C(=O)c2ccc(Cl)cc2C)C1 (centres undefined) | 3.6 | -11.8 | -2.0 | -0.1 | -11.1 | -2.9 | -16.1 | 0.2 | 1.2
COc1cc(CNc2ccc3[nH]c(=O)[nH]c3c2)ccc1OCc1ccc(F)cc1Cl | 3.4 | . | -6.6 | -0.7 | 2.6 | 1.6 | . | -0.8 | .
